All columns: NCI-60 one-dose screen, growth in % after 48 h at 10 µM unless noted; 100 = growth as untreated, 0 = no growth, -100 = all killed.
HL-60(TB) = HL-60(TB) leukemia cells. actives 9% (n = 78,000); active = growth percent below 10
Active calls of the source: *; & = joins results of further samples; ! = not confirmed by another sample; [ ] = dose if it differs, or a comment.

Preview:
SMILES | HL-60(TB)
COc1cccc(-c2cn3nc(-c4c[nH]c5ccccc45)sc3n2)c1 | 80.8
N#C/C(=C\c1ccc(-c2ccc(Cl)c(Cl)c2)o1)c1ccccc1 | 100.7
NC(=O)C(=Cn1c(=S)[nH]c2ccccc21)C(N)=O | 98.5
O=C(NNC(=O)c1ccc(NC(=O)c2ccccn2)cc1)Nc1ccc([N+](=O)[O-])cc1 | 97.9
C=C(Br)CN(C(C)=O)C1CCCCC1 | 100.3
COc1ccc(NC(=O)c2ccc(Nc3ncnc4c3cnn4-c3cccc(F)c3)cc2)cc1 | 94.9
Cc1ccc(C(=O)O)c(N)c1O | 102.4

The list itself, from the start:
SMILES | HL-60(TB)
COc1cccc(-c2cn3nc(-c4c[nH]c5ccccc45)sc3n2)c1 | 80.8
N#C/C(=C\c1ccc(-c2ccc(Cl)c(Cl)c2)o1)c1ccccc1 | 100.7
NC(=O)C(=Cn1c(=S)[nH]c2ccccc21)C(N)=O | 98.5
O=C(NNC(=O)c1ccc(NC(=O)c2ccccn2)cc1)Nc1ccc([N+](=O)[O-])cc1 | 97.9
C=C(Br)CN(C(C)=O)C1CCCCC1 | 100.3
COc1ccc(NC(=O)c2ccc(Nc3ncnc4c3cnn4-c3cccc(F)c3)cc2)cc1 | 94.9
Cc1ccc(C(=O)O)c(N)c1O | 102.4
CN(C)CCN=C1NC2C(N1)N(C)C(=O)N2C (stereo not drawn) | 90.8
COc1ccc2[nH]c(=O)c(CSc3ccccc3Nc3nccc(-c4ccc(Cl)cc4)n3)cc2c1 | 23.2
NC(=S)N/N=C/c1ccc2c(n1)C(=O)C(Br)=C(c1ccccc1)C2=O | 118.9
Brc1ccccc1Cn1c(-c2cncs2)nc2ccccc21 | 79.1
CCCn1cnc2c(SCc3ccccc3Cl)nc(N)nc21 | 38.7
OCC(O)C(O)C(O)C(O)C(O)C(/C=N/Nc1ccccc1)=N/Nc1ccccc1 (stereo not drawn) | 88.8
COc1ccc(C(=O)/C=C/Nc2ccc([N+](=O)[O-])cc2Br)cc1OC | 92.0
O=C1c2ccccc2C(=O)N1CCCN1C(=O)c2ccccc2C1=O | 96.6
O=C(O)c1ccc(-c2nn(-c3ccc(C(=O)O)cc3)cc2/C=N/Nc2nc(-c3ccc(F)cc3)cs2)cc1 | 136.3
COc1ccc(N=Cc2ccc([N+](=O)[O-])cc2)cc1 | 88.0
C=CCOC(=O)CC(C(=O)OCC=C)N1CC1 (stereo not drawn) | 123.5
CCCCNCC1CCCO1 (stereo not drawn) | 90.4
O=C(O)c1ncc(-c2ccc(C(F)(F)F)cc2)c(NC2CCCCCC2)n1 | 79.8
COc1ccc(/C=C\[N+](=O)[O-])cc1OC | 2.4*!
CCOC(=O)c1c2c(n(C)c1CSc1ccccc1)C=CC(=O)C2=O | 92.5
Cc1nn(-c2cc(=O)[nH]c3ccc(Cl)cc23)c(N)c1C#N | 100.5
CNc1ccccc1C#N | 99.1
Nc1c(Br)cc2c([nH]c(=O)c3ccccc32)c1Br | 104.3
Nc1nc(-c2cccc(Br)c2)nn1-c1nc2ccccc2s1 | 100.9
C/C(=N\O)C(=O)c1ccccc1 | 97.9
COc1ccc(-c2csc(NC(=O)N3CCN(c4cc5c(cc4F)c(=O)c(C(=O)O)cn5C4CC4)CC3)n2)cc1 | -11.6*
Cc1ccc2nc(COc3ccc(NC(=S)NC4CCCCC4)cc3)[nH]c2c1 | 94.6
CCOC(=O)c1c(N)c(C#N)cn1Cc1ccc(Cl)cc1Cl | 60.6
COc1ccc([C@@H]2c3[nH]c4ccccc4c3C[C@H]3C(=O)N(C4CCN(Cc5c(F)cccc5F)CC4)CC(=O)N23)c(OC)c1 | 69.1
O=C(Nc1ccc(N2CCOCC2)cc1)c1cncnc1Nc1ccc(OCc2ccccn2)c(Cl)c1 | 85.1
Cc1ccc(NC(=S)n2c(=O)cc(C)c3ccc(O)cc32)c(C)c1 | 112.8
O=CN1N=C(c2ccc(Cl)cc2)CC1c1sc(N(CCCl)CCCl)nc1Cl (stereo not drawn) | 80.9
COC(=O)CC[C@H](N)C(=O)O | 101.0[20 µM]
COc1ccc2c(c1OC)CO[C@@H]2[C@H]1c2c(cc3c(c2OC)OCO3)CCN1S(=O)(=O)c1cn(C)cn1 | 0.0*
COc1c(N2CC3CCCN(C(C)=O)C3C2)c(F)cc2c(=O)c(C(=O)N[C@H]3C(O)[C@@H](O)C(CO)O[C@H]3O)cn(C3CC3)c12 (stereo partly drawn) | 102.8
CC(O)C(NC(=O)OC(C)(C)C)C(=O)O (stereo not drawn) | 71.3
N#C/C(=C\c1ccc(O)cc1)C(N)=O | 99.0
Cc1ccc(C(=O)NN2C(=O)CSC2c2ccccc2Cl)cn1 (stereo not drawn) | 90.3

The list goes on (6 carried over from the part before).
SMILES | HL-60(TB)
COC(=O)CC[C@H](N)C(=O)O | 101.0[20 µM]
COc1ccc2c(c1OC)CO[C@@H]2[C@H]1c2c(cc3c(c2OC)OCO3)CCN1S(=O)(=O)c1cn(C)cn1 | 0.0*
COc1c(N2CC3CCCN(C(C)=O)C3C2)c(F)cc2c(=O)c(C(=O)N[C@H]3C(O)[C@@H](O)C(CO)O[C@H]3O)cn(C3CC3)c12 (stereo partly drawn) | 102.8
CC(O)C(NC(=O)OC(C)(C)C)C(=O)O (stereo not drawn) | 71.3
N#C/C(=C\c1ccc(O)cc1)C(N)=O | 99.0
Cc1ccc(C(=O)NN2C(=O)CSC2c2ccccc2Cl)cn1 (stereo not drawn) | 90.3
CC1CCc2c(sc(NC(=O)CSc3nnc4ccccn34)c2C(N)=O)C1 (stereo not drawn) | 74.9
O=c1[nH]c(O)c(/C=N/C(=S)Nc2ccccc2)c(=O)[nH]1 | 100.6
C=C1C(=O)O[C@H]2[C@H]1CC/C(COC(=O)OCCCCCOC(=O)OC/C1=C/CC[C@@]3(C)O[C@H]3[C@H]3OC(=O)C(=C)[C@@H]3CC1)=C\CC[C@@]1(C)O[C@@H]21 | -23.1*
CC(=O)OC[C@]12CCC(C)(C)C=C1[C@H]1CC[C@@H]3[C@@]4(C)Cc5c([nH]c6ccccc56)C(C)(C)[C@@H]4CC[C@@]3(C)[C@]1(C)CC2 | 93.5
O=C1c2ccccc2-n2c1nc1ccccc1c2=O | 57.6
O=C(C(=O)N1CCOCC1)c1cn(Cc2ccc(Cn3cc(C(=O)C(=O)N4CCOCC4)c4ccccc43)cc2)c2ccccc12 | 80.5
C#CCOc1cc(N(CC)CC)ccc1C(C(=O)NC(C)(C)C)N(C(=O)C1CCc2cc(F)ccc2O1)c1ccc(Br)cc1 (stereo not drawn) | 44.7
CCc1nc2ccc(Cc3ccc(C(=O)NO)cc3)cc2c(=O)n1CCc1ccccc1 | -20.3*
CCCCCCCC(=O)Oc1ccccc1Cl | 94.2
CN(C)c1ncnc2c1ncn2C1CCCO1 (stereo not drawn) | 87.7
Oc1cccc(N=Cc2ccccc2O)c1 | 101.4
O/N=C/c1ccncc1 | 109.6
Cc1csc(C)[n+]1CCc1ccccc1 | 90.1
COC(=O)[C@@H](C)C[C@H](Cc1ccccc1)NC(=O)c1csc([C@@H](C[C@H](C(C)C)N(C)C(=O)[C@@H](NC(=O)[C@H]2CCCCN2C)C2CCCCC2)OC(C)=O)n1 | -51.9*
NC(Cc1ccc(O)cc1)C(=O)N/N=C/c1ccc(N(CCCl)CCCl)cc1 (stereo not drawn) | 8.8*
CCCN1C(=O)CSC1=Nc1ccc2cc3ccc(N=C4SCC(=O)N4CCC)cc3nc2c1 | 8.3*
Clc1ccc(C(SCc2ccccc2)SCc2ccccc2)cc1 | 97.6
CNCCc1cc(OC)c(OC)c(OC)c1 | 93.2
N#CCC(=O)NNc1nc2ccccc2[nH]c1=O | 101.8
CCOC(=O)CCOc1cccc(N(CCCl)CCCl)c1 | 84.0
CCCCn1cnc2c1C(=O)c1nc3n(c1C2=O)CCCC3 | 103.8
OCCCc1ccccc1Cl | 72.7
CCCCNC(C)(C)C(O)c1ccccc1 (stereo not drawn) | 87.1
COC(=O)/C=C1/S/C(=N\N=C\c2ccc(OS(=O)(=O)C(F)(F)C(F)(F)C(F)(F)C(F)(F)C(F)C(F)(F)F)cc2)N(c2ccccc2)C1=O (stereo not drawn) | 101.9
COc1ccc(OC)c2nc3c(nc12)[nH]c1ccccc13 | 110.9
CCN(c1ccccc1)c1nc(Cl)nc2c1cnn2C | 73.7
COc1ccc(Cn2cc3c(c2)-c2[nH]c(=O)ncc2CC3)cc1 | 64.4
C/C(=N/NC(=O)c1cc2ccccc2oc1=N)c1ccc(Cl)cc1 | 96.3
C=CCn1c(-c2nc3ccc(C(=C(C#N)C#N)c4ccccc4)cc3[nH]2)cc2cc(-c3ccccc3OC)ccc21 | 102.7
O=C(NC1CCCCC1)/C(=C\c1ccccc1)NC(=O)c1ccccc1 | 100.3
CC1=C(C(=O)Nc2ccccc2)C(c2cccc([N+](=O)[O-])c2)C(C(=O)Nc2ccccc2)=C(C)N1 | 53.9
N#Cc1cnn(-c2cc(=O)[nH]c3ccc(Cl)cc23)c1N | 104.1
Cc1nc(/N=C(\N)NC(=O)Nc2cccc(Cl)c2)sc1C | 42.8
C#CC(C)(C)OC(=O)Nc1cccc(Cl)c1 | 107.6
Cc1cc(Nc2nc(N3CCOCC3)nc3ccccc23)n[nH]1 | 63.1
COc1ccc(-c2ccc3c4c(cccc24)C(=O)N(c2nc4ccccc4s2)C3=O)cc1 | 99.1
COc1ccc(NCc2nnc(-c3ccc(F)cc3)o2)cc1 | 92.4
ClCc1ccccc1CSc1ncnc2c1ncn2Cc1ccccc1CCl | 80.4
Cc1cc(-c2ccccc2)cc(C)n1 | 104.0
NS(=O)(=O)c1ccc(C(=O)N=Nc2c(O)[nH]c3ccc(Br)cc23)cc1 | 100.9
COc1ccc(C2C3=C(NC(C)(C)NC3Nc3cccnc3)OC2C(=O)c2ccc(N=[N+]=[N-])cc2)cc1 (stereo not drawn) | 104.3
COc1ccc(Cc2ccc(OC)cc2)cc1 | 94.5
O=C(Nc1csnn1)c1csnn1 | 96.9
O=C(CCc1nnc2sc(-c3ccc(Cl)cc3Cl)nn12)c1nc2ncccc2[nH]1 | 3.1*
CC(C)c1cc(C(C)C)c(S(=O)(=O)OCCO[C@H]2Cc3cc4ccc(=O)oc4cc3OC2(C)C)c(C(C)C)c1 | 34.6
Nc1c2nc[nH]c2c(N)c2[nH]c(=O)c(=O)[nH]c12 | 115.2
CC(c1ccccc1)N1CSC2=NC(O)=CC(N)N2C1 (stereo not drawn) | 112.9
CCCCOCCOC(=O)c1ccc(C)cc1 | 107.5
O=[N+]([O-])c1ccc(-[n+]2cc([O-])on2)cc1 | 77.9
O=C(Nc1ccc(OCc2nnc(-c3ccccc3)o2)c(F)c1)c1ccc(Cl)c(Cl)c1 | 100.4
COc1ccc(/C=C2\N=C3N(NC(SC)=C(C#N)C(=N)N3c3ccccc3)C2=O)cc1 | 99.2
CCOC(=O)c1cnn(CC(O)c2ccccc2)c1NC(=O)c1ccc(F)cc1 (stereo not drawn) | 90.4
C[C@H]1[C@H](C)CC[C@]2(COC(=O)CCC(=O)O)CC[C@]3(C)C(=CC[C@@H]4[C@@]5(C)CCCNC(C)(C)[C@@H]5CC[C@]43C)[C@H]12 | 49.3[100 µM]
C=C(C)C(=O)N(C)C | 101.5
CCOC(=O)C1(C)OC1c1ccc(C)cc1 (stereo not drawn) | 88.9
O=C1Nc2cc(-c3ccc(NC(=O)c4ccc(F)c(Cl)c4)cc3)ccc2/C1=C/c1ccc[nH]1 | 106.0
Cn1ncc2c(NCCO)nc(Cl)nc21 | 153.5
COc1cc(-c2nnc(SCC(=O)N3CCN(c4cc5c(cc4F)c(=O)c(C(=O)O)cn5C4CC4)CC3)o2)cc(OC)c1OC | 44.9
CC1(C)C(=O)/C(=C\c2ccc(C(F)(F)F)cc2)C[C@]2(C)[C@H]3CC[C@@H]4[C@@H](C(=O)/C=C/c5ccc(C(F)(F)F)cc5)CC[C@@]4(C)[C@]3(C)CC[C@@H]12 | 110.6
CCCCCCCC(=O)N(CC)CC | 100.2

Going on with the list:
SMILES | HL-60(TB)
CC[C@H](Nc1nc(C)nc(N)c1C#N)c1nc2cccc(NCc3ccc(C(=O)NO)cc3)c2c(=O)n1-c1ccccc1 | -30.5*
O=[N+]([O-])c1cccc(C=Nc2ccc(/C=C/C3(CCl)OCCO3)cc2)c1 | 91.9
CS(=O)(=O)c1ccc(N2N=C(c3ccc(NC(=O)Nc4ccccc4)cc3)CC2c2ccc(Cl)cc2)cc1 (stereo not drawn) | 81.6
CC(C)C(C(=O)O)N1C(=O)/C(=C/c2ccc(O)c(O)c2)SC1=S (stereo not drawn) | 96.3
O=S(=O)(OCCCl)c1ccc(Cl)c(S(=O)(=O)OCCCl)c1 | 115.7
O=C1OC(c2ccc(O)cc2)(c2ccc(O)cc2)c2ccccc21 | 91.5&101.3
O=P(OC1=CCCCC1)(c1ccccc1)c1ccccc1 | 96.6
C#CC(O)c1ccc(Cl)cc1Cl (stereo not drawn) | 144.6
c1ccc(N2CCN(C3c4ccccc4-c4ccccc43)CC2)cc1 | 88.8
C#C[C@@]1(O)[C@@H](CO)O[C@@H](n2cc(-c3ccco3)c3c(N)ncnc32)[C@@H]1O | 89.0
C=C(COC(C)=O)[C@H]1CC/C(C)=C/CC/C(C)=C/CC[C@@]2(C)O[C@H]2C1 | 103.1
COC(=O)c1cc(N=C2NC(=O)/C(=C/c3ccc(C(C)C)cc3)S2)ccc1O | 79.3
CCOc1ccc2nc3ccc(Cl)cc3nc2c1 | 63.7
CCC(Br)C(=O)Nc1ccccc1C (stereo not drawn) | 93.0
O=C(O)C(Br)C(Br)c1cccc(Cl)c1 (stereo not drawn) | 104.5
CC(/C=N/N1C(=O)c2ccccc2C1=O)c1ccccc1 (stereo not drawn) | 108.1
C#CCn1cc(/C=N/Nc2nc(-c3ccc(Br)cc3)cs2)c2ccccc21 | 106.7
c1ccc(Cn2cc3c(c2)-c2oncc2CC3)cc1 | 11.5
NC1=NC2(CCCC2)N(c2ccc(S(=O)(=O)Nc3nccs3)cc2)C(N)=N1 | 101.5
COc1cccc(C2NCCc3cc(OC)c(OC)cc32)c1 (stereo not drawn) | 89.4
NS(=O)(=O)c1ccc(Nc2ccnc(SCC(=O)c3ccc([N+](=O)[O-])cc3)n2)cc1 | 98.6
CC(C)OC(c1ccc2c(c1)OCO2)C(C)Br (stereo not drawn) | 97.0
COc1ccc(COc2ccc(/C=C3\C(=O)Nc4cc(Cl)ccc43)cc2OC)cc1 | 113.9

Assay outcomes: PubChem BioAssay, NCI

The list is partial; rates above refer to the full screens.
